T cell HTS: T cell immune modulation candidate | 2C CD8+ T cell-vesicle binding, flow cytometry; stronger effect = lower value | AID 2052 | actives 0.068% (n = 330,000) | calls only at 7 µM;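 active = response, share of CD8 T cells binding vesicles, and their 90th percentile fluorescence all below set limits, cut at about 80% in these data, passing the limit was not always enough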
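Read-out – percent CD8+ FL2 mean versus row control · System – murine 2C transgenic CD8+ T lymphocytes · Times – 1.5 h cell–vesicle binding at 37 °C, then 20 min icy labelling · Control set – naked vesicles low, QL9 vesicles with vehicle high · Detection – cytometric PE anti-B7-1 and Alexa647 anti-CD8 signals after 1% paraformaldehyde fixation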
TNAP activation fold: stimulation of alkaline phosphatase TNAP activity – biochemical, luminescent, no phosphate acceptor, uHTS, primary screen (AID 1001); actives 0.03% (n = 200,000); purified TNAP, luminescent activation assay, no phosphate acceptor; higher activation fold means a stronger effect; activation fold at 20 µM, or EC50 in µM where a hit was titrated; in the data active = activation fold from about 3, or a potency from the dose series; inactive = the rest, 99 in 100 with activation fold below about 1.6; note: many of its hits are not listed in these tables
Dynein transport: dynein cargo transport inhibition. actives 0.47% (n = 220,000). 3617.4 mouse cells, GR-EGFP nuclear translocation imaging; test concentration mostly 20 µM; stimulated with dexamethasone, 1 µM; stronger effect = lower value. AID 1381. z-score, hits read low;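 active = plate z-score of nuclear minus cytoplasmic receptor signal below a set negative limit, without overly bright fluorescence or cell loss, cut at about -3.5 in these data, passing the limit was not always enough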;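 note: z-score of nuclear minus cytoplasmic ring GR-EGFP intensity difference per well; some compounds called inactive have numbers as strong as hits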
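Buffer or medium: tet-free, stripped-serum medium; Also added: dexamethasone, 1.0 µM final; Technique: high-content fluorescence imaging after fixation; Times: 48 h induction, 1 h compound, 30 min dex at 37 °C; Read-out: per-cell GR-EGFP intensity, nucleus versus surrounding cytoplasmic ring, well-averaged.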
Myeloid diff MLP: compounds promoting myeloid differentiation; ER-HoxA9 myeloid progenitors, lysozyme-GFP differentiation, flow cytometry; calls only at 10 µM; actives 1% (n = 360,000); AID 624256;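 active = normalized GFP-positive differentiation at or above the plate's own cutoff, the solvent-only control mean plus 3 SD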;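 note: cells exposed to compound for four days before flow analysis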
Lipid droplet: modulators of hepatic lipid droplet formation | AML12 mouse hepatocytes, oleate lipid droplets, BODIPY imaging | inhibition, % at 6.5 µM | actives 0.4% (n = 240,000) | AID 1656;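 active = lipid droplet intensity inhibited by at least 50%, with more than 500 cells counted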
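Test system: AML12 mouse liver cells; schedule: overnight exposure; technique: high-content imaging of BODIPY-stained droplets and DAPI nuclei; read-out: % inhibition of corrected integrated BODIPY droplet signal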
Ins promoter up: MIN6 insulin promoter up-regulation. MIN6 insulin promoter-GFP reporter, high-content imaging; stronger effect = higher value. z-score at 5 µM. actives 0.3% (n = 190,000). AID 1625;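 active = z-score above 3 at 5 µM with at least 500 cells counted in the well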
PMI inhibitors: MPI enzyme activity inhibition – biochemical, fluorescence intensity, coupled assay, primary screen (AID 1209). purified PMI enzyme, coupled fluorescence intensity; higher % means a stronger effect. actives 0.42% (n = 190,000). inhibition, % at 20 µM, or IC50 in µM where a hit was titrated; in the data active = inhibition above about 50%;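 note: plate controls were DMSO vehicle for no effect and wells lacking substrate for full effect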
MT stabilizer: microtubule stabilization, imaging screen | HeLa tubulin immunostaining HCS, 24 h; share of cells brighter than vehicle mean+2SD | % tubulin-high responders, % at 10 µM | actives 0.83% (n = 200,000) | AID 2205;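 active = plate Z-score above 3 for both tubulin-high and condensed-nucleus cell shares, with cell loss under 80%, at 10 µM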;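 note: anti alpha tubulin signal scored within the nucleus-defined area of each cell; some results filed as inactive read as strong as hits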
b-catenin transl: modulators of beta-catenin nuclear translocation; HeLa beta-catenin nuclear translocation, immunofluorescence imaging; nuclear translocation activity, % at 5 µM; actives 0.3% (n = 190,000); AID 1665;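 active = nuclear translocation activity above 50% at 5 µM, with a well cell count of 50 or more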;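 note: per-cell ratio of nuclear to cytoplasmic median beta-catenin stain intensity; plate controls were DMSO negative control for no effect and GSK-3 inhibitor IX positive control for full effect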
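Signal – beta-catenin immunofluorescence imaging with DAPI · Test system – human HeLa cell line · Dosing – 5 µM primary single dose, 0.1% DMSO, 0.02–20 µM confirmation series · Measure – % activation, nuclear-to-cytoplasmic median beta-catenin signal ratio per cell · Incubation – 24 h compound exposure at 37°C, 5% CO2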
Dynein transport cytoplasmic EGFP: recorded beside Dynein transport, whose call it bears; z-score; measured here: cytoplasmic GR-EGFP intensity; stronger effect = higher value
Dynein transport nuclear GR-EGFP: recorded beside Dynein transport, whose call it bears; z-score; measured here: nuclear GR-EGFP intensity;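 lower value marks the stronger effect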
Dynein transport cell count: recorded beside Dynein transport, whose call it bears; z-score; measured here: cell count per field
Ins promoter up cell count: second read-out of Ins promoter up, no call of its own (marks repeat the call); cell count; measured here: cytotoxicity, nuclei count;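 total cells summed across four imaged fields per well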
Lipid droplet cells 6.5 µM: second read-out of Lipid droplet, no call of its own (marks repeat the call); cell count; measured here: cell count, cytotoxicity flag;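 cells counted across two imaged fields per well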
b-catenin transl cell count 5 µM: second read-out of b-catenin transl, no call of its own (marks repeat the call); cell count; measured here: cell count, cytotoxicity flag
T cell HTS vesicle-bound %: further read-out of T cell HTS, marked with its call; double positive events, %; measured here: CD8+ vesicle-bound cell fraction;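 binding gate set so that unloaded-vesicle control wells show 10% double positive cells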
MT stabilizer Hoechst-high %: also measured in MT stabilizer; calls as there; % Hoechst-high responders; measured here: nuclear condensation Hoechst responders;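 share of cells brighter than vehicle mean plus two SD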
MT stabilizer cytotoxicity %: also measured in MT stabilizer; calls as there; toxicity, %; measured here: cytotoxicity by cell density;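 0% = mean cell density of plate MIN control wells and 100% = no cells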
Myeloid diff MLP GFP+ MAC1+ %: second read-out of Myeloid diff MLP, no call of its own (marks repeat the call); GFP+ MAC1+ double positive, %; measured here: differentiation confirmed by MAC1 staining
* marks the source's active call; other numbers are inactive results; i = inactive; x = no result given; + = active, no number. Rows were taken by chance. About 3% of those tested had a hit in this group.

SMILES | T cell HTS | T cell HTS vesicle-bound % | TNAP activation fold | Dynein transport | Dynein transport cytoplasmic EGFP | Dynein transport nuclear GR-EGFP | Dynein transport cell count | Myeloid diff MLP | Myeloid diff MLP GFP+ MAC1+ % | Lipid droplet | Lipid droplet cells 6.5 µM | Ins promoter up | Ins promoter up cell count | PMI inhibitors | MT stabilizer | MT stabilizer Hoechst-high % | MT stabilizer cytotoxicity % | b-catenin transl | b-catenin transl cell count 5 µM
CC(C)c1ccc(C(=O)NNC(=O)C2CC=CCC2C(=O)O)cc1 (stereo not drawn) | i | 24 | 1.1 | 0.44 | -0.24 | -0.086 | 0.41 | i | 1.0 | 13 | 751 | -0.06 | 1186 | -7% | 2.4 | 1.4 | 5.8 | -1.9 | 574
Cc1cc(C)n(-c2ccc(C(=O)Nc3ccc(C)c(S(=O)(=O)N4CCOCC4)c3)cc2)n1 | i | 23 | x | -0.22 | -0.21 | 0.0044 | 0.2 | i | 0.5 | 24 | 734 | 0.41 | 936 | x | x | x | x | -0.7 | 1438
COc1ccc(Nc2cc(C(=O)NCCCN3CCOCC3)c3ccccc3n2)c(OC)c1 | i | 34 | 1.2 | 0.54 | -0.21 | 0.11 | 0.39 | i | 0.6 | 7 | 767 | x | x | 7% | 4.1 | 2.4 | 3.9 | x | x
CCOc1ccc(C(=S)N2CCCC2)cc1 | i | 19 | 1.1 | 0.03 | 0.67 | 0.28 | -0.12 | i | 0.1 | 14 | 776 | -0.15 | 943 | 14% | 2.0 | 0.9 | 9.4 | -1.5 | 1214
c1cc2nncn2nc1N1CCCC1 | i | 60 | 1.1 | -0.52 | -0.35 | -0.035 | 0.93 | i | 1.2 | x | x | -0.99 | 1524 | -2% | 3.8 | 2.8 | 6.0 | -6.2 | 1001
CCC(=O)N1CCc2cc(S(=O)(=O)CCC(=O)NC(C)CC)ccc21 (stereo not drawn) | i | 58 | 1.1 | -0.3 | -0.31 | -0.23 | 0.8 | i | 0.4 | 13 | 655 | -0.2 | 1123 | -6% | 3.0 | 2.8 | 3.4 | -1.1 | 1130
CC(Oc1ccccc1)c1ccnc2nc(/N=C/N(C)C)nn12 (stereo not drawn) | i | 0 | 1 | 0.41 | -0.19 | -0.13 | -0.49 | i | 8.2 | x | x | -0.39 | 1240 | -15% | 3.1 | 1.9 | 4.3 | -2.0 | 862
CCOC1OC2C(CO)OC(n3cnc4c(N)ncnc43)C2O1 (stereo not drawn) | i | 41 | 0.9 | 3.2 | -0.11 | 2.1 | -1.3 | i | 2.7 | 28 | 669 | x | x | 5% | 4.2 | 1.8 | 4.8 | -0.7 | 1029
NC(=O)CS(=O)(=O)c1ccc(Cl)cc1 | i | 43 | 1.1 | -0.67 | -0.23 | 0.033 | 0.31 | i | 0.1 | 3 | 651 | 0.11 | 1483 | -3% | 2.8 | 1.6 | 7.8 | -0.4 | 983
CCCOc1ccc([C@@H]2C3CN(C(=O)OCC)CC=C3C(C#N)=C(N)C2(C#N)C#N)cc1OC (stereo partly drawn) | i | 11 | 1.1 | -1.1 | 0.14 | 0.14 | -0.02 | + | 15* | -27 | 635 | -0.21 | 1907 | -8% | 1.6 | 0.2 | 14 | -2.6 | 1149
COc1ccc(-c2nnn(CC(=O)NCc3cccs3)n2)cc1OC | i | 15 | 1.1 | 0.89 | -0.1 | 0.77 | -0.48 | i | 1.5 | 12 | 651 | -0.04 | 1581 | 15% | 2.8 | 1.9 | 7.4 | 1.8 | 1082
COCCNC(=O)c1ccc2ccccc2n1 | i | 12 | 1.1 | -0.1 | -0.21 | -0.24 | 0.1 | i | 0.8 | x | x | x | x | 7% | 0.7 | 1.4 | 8.3 | -3.4 | 1060
O=C(Nc1cccnc1)c1cc(-c2cc(Cl)ccc2O)n[nH]1 | i | 37 | x | -0.32 | -0.011 | -0.044 | 0.0033 | i | 0.5 | 4 | 686 | -1.1 | 997 | x | x | x | x | 0.2 | 1333
COc1ccc2nc(SCc3ccccc3)nc(C)c2c1 | i | 42 | 1.1 | -0.4 | -0.24 | -0.38 | 0.44 | i | 0.2 | -6 | 706 | -0.02 | 1423 | 23% | 3.9 | 2.1 | 4.9 | 1.6 | 1094
Cc1ccc(-c2nc3ccccc3o2)cc1NC(=S)NC(=O)c1cccs1 | i | 61 | 0.9 | -0.37 | 1.2 | 0.096 | 0.051 | x | x | x | x | 0.09 | 1555 | -8% | 1.6 | 1.3 | 2.0 | 8.1 | 1403
Cc1ccc(SCc2nc(-c3ccccc3)no2)cc1 | i | 51 | 1.1 | -0.13 | -0.18 | -0.043 | -0.67 | i | 0.7 | 9 | 803 | -0.81 | 1224 | 14% | 1.8 | 1.8 | 2.8 | -1.7 | 1195
COCCCNC(=O)c1ccccc1NS(=O)(=O)c1ccc(C)cc1 | i | 18 | 1 | 0.94 | -0.22 | 0.79 | 0.85 | i | 0.9 | 5 | 743 | 0.15 | 991 | 8% | 1.3 | 1.8 | 12 | x | x
COC(=O)Cc1ccc(NC(=S)N2CCN(C)CC2)cc1 | i | 49 | 1 | -0.61 | -0.23 | 0.059 | 1.6 | i | 0.4 | 22 | 665 | -0.07 | 1386 | 7% | 2.6 | 4.6 | 12 | 0.4 | 1424
CC(NCc1ccc(S(N)(=O)=O)cc1)C(=O)N1c2ccccc2CC1C (stereo not drawn) | i | 54 | x | 0.32 | 0.094 | -0.07 | -0.041 | i | 0.3 | -20 | 720 | -0.22 | 1112 | x | x | x | x | 0.9 | 1326
O=C(CSc1ccc(Cl)cc1)NN=C1CCCCCC1 | i | 11 | 1.1 | -1.1 | -0.28 | -0.56 | 1.1 | i | 0.2 | -4 | 701 | -0.13 | 1240 | 4% | 2.8 | 1.4 | 0.9 | 1.7 | 1037

The list goes on; the last 2 above are carried over.
SMILES | T cell HTS | T cell HTS vesicle-bound % | TNAP activation fold | Dynein transport | Dynein transport cytoplasmic EGFP | Dynein transport nuclear GR-EGFP | Dynein transport cell count | Myeloid diff MLP | Myeloid diff MLP GFP+ MAC1+ % | Lipid droplet | Lipid droplet cells 6.5 µM | Ins promoter up | Ins promoter up cell count | PMI inhibitors | MT stabilizer | MT stabilizer Hoechst-high % | MT stabilizer cytotoxicity % | b-catenin transl | b-catenin transl cell count 5 µM
CC(NCc1ccc(S(N)(=O)=O)cc1)C(=O)N1c2ccccc2CC1C (stereo not drawn) | i | 54 | x | 0.32 | 0.094 | -0.07 | -0.041 | i | 0.3 | -20 | 720 | -0.22 | 1112 | x | x | x | x | 0.9 | 1326
O=C(CSc1ccc(Cl)cc1)NN=C1CCCCCC1 | i | 11 | 1.1 | -1.1 | -0.28 | -0.56 | 1.1 | i | 0.2 | -4 | 701 | -0.13 | 1240 | 4% | 2.8 | 1.4 | 0.9 | 1.7 | 1037
CCC(NC(=O)N(Cc1ccccc1)Cc1ccc2c(c1)OCO2)(C(F)(F)F)C(F)(F)F | i | 35 | 1.1 | 0.082 | -0.18 | 0.2 | -0.62 | i | 0.9 | 4 | 610 | 0.65 | 2011 | 15% | 3.4 | 2.0 | 0.7 | -4.2 | 1126
COc1ccccc1NC(=O)CSCc1nc2ccccc2[nH]1 | i | 40 | 1.2 | -0.84 | -0.1 | -0.61 | 0.38 | i | 0.4 | -2 | 610 | -0.84 | 1561 | 5% | 3.2 | 2.5 | 6.5 | -0.5 | 1240
COCCn1c(C)cc(C(=O)COC(=O)c2cc3c(s2)CCC3)c1C | i | 13 | 1.1 | -0.76 | -0.14 | -0.4 | 1 | i | 0.8 | x | x | 0.14 | 1316 | 1% | 5.5 | 4.7 | 7.5 | -2.5 | 998
O=C(/C=C/c1ccco1)NC(=S)Nc1cc(-c2nc3ccccc3s2)ccc1Cl | i | 40 | 1.1 | -1.3 | -0.2 | -0.76 | 0.42 | i | 0.8 | 1 | 695 | 0.96 | 1375 | 3% | 2.7 | 2.3 | 3.1 | 0.2 | 1169
O=C(CCc1ccccc1)NC(=S)Nc1ccccc1Br | i | 1 | 1.1 | -0.89 | -0.28 | -0.34 | 0.58 | i | 0.7 | -3 | 686 | 0.05 | 1586 | 17% | 3.8 | 2.1 | 0.5 | -4.3 | 1136
CNC(=S)N/N=C(\C)c1ccc(C(C)(C)C)cc1 | i | 21 | 1 | 1.5 | -0.14 | 0.75 | -0.83 | i | 1.5 | -1 | 619 | -0.01 | 1165 | 14% | 2.9 | 1.5 | 1.3 | -1.8 | 993
CCSc1cc(C)nc2ncnn12 | i | 55 | 1 | -0.38 | -0.29 | -0.42 | 0.72 | x | x | 4 | 796 | 1.6 | 751 | 16% | 3.6 | 3.3 | 7.5 | 1.9 | 995
Cc1cc2cc(CN(Cc3cccs3)Cc3nnnn3CC3CCCO3)c(=O)[nH]c2cc1C (stereo not drawn) | i | 45 | 1 | -0.64 | -0.14 | -0.068 | 0.13 | i | 1.3 | 10 | 798 | -1.3 | 927 | 12% | 6.5 | 3.3 | 0.9 | -3.3 | 1215
Cc1ccc(C(=O)NNC(=O)CSc2nnc(CNc3ccc(F)cc3)n2C)cc1 | i | 43 | 2.1 | 0.23 | -0.26 | -0.49 | 0.038 | x | x | 2 | 674 | 0.33 | 1276 | -2% | 1.9 | 2.5 | 17 | 1.7 | 1097

From PubChem BioAssay
